Screening data from PubChem BioAssay.
SKKanGAS inh: SKKanGAS growth inhibition | 300,000 tested, 1.3% active | inhibition, % at 7.5 µM | S. pyogenes SKKanGAS, kanamycin growth, BacTiter-Glo, 6 h;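 active means mean replicate score, as percent of positive control median, at least 50; inconclusive means mean below 50 but one replicate at or above 50; inactive means mean and every replicate below 50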;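 further: strain carries kanamycin resistance gene driven by streptokinase promoter and grows in 40 µg/ml kanamycin; loss of luminescence reflects streptokinase promoter inhibition or plain growth inhibition; 0% = median of DMSO wells and 100% = positive control at its reference dose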
TMEM16A act: activates or potentiates the mouse TMEM16A chloride channel; Q8BHY3; 340,000 tested, 0.3% active; HEK293 TMEM16A/YFP-H148Q/I152L, iodide quench fluorescence; active compounds read low; B-score at 10 µM;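 active means fluorescence-ratio B-score plate-corrected deviation score at least 3 library SD below zero, with starting fluorescence score within 5 deviations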;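 further: channel opened by trigger with iodide after compound preincubation; score built on the fluorescence ratio of max minus min over baseline; more negative score means more quench and so TMEM16A activation or potentiation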
TRPC4 potent: allosteric potentiators of mouse TRPC4 channel; Q9QUQ5; HEK293 TRPC4beta/mu-opioid, DAMGO EC20, Fluo-4 Ca2+ flux; active compounds read high; B-score at 10 µM; 310,000 tested, 0.42% active;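 active means B-score of calcium response area above 5 SD of library B-scores, with initial fluorescence ratio within 5 SD of library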;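 further: B-score of integrated fluorescence ratio over time as area under calcium response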
Target sequence (Q9QUQ5 whole entry, looked up): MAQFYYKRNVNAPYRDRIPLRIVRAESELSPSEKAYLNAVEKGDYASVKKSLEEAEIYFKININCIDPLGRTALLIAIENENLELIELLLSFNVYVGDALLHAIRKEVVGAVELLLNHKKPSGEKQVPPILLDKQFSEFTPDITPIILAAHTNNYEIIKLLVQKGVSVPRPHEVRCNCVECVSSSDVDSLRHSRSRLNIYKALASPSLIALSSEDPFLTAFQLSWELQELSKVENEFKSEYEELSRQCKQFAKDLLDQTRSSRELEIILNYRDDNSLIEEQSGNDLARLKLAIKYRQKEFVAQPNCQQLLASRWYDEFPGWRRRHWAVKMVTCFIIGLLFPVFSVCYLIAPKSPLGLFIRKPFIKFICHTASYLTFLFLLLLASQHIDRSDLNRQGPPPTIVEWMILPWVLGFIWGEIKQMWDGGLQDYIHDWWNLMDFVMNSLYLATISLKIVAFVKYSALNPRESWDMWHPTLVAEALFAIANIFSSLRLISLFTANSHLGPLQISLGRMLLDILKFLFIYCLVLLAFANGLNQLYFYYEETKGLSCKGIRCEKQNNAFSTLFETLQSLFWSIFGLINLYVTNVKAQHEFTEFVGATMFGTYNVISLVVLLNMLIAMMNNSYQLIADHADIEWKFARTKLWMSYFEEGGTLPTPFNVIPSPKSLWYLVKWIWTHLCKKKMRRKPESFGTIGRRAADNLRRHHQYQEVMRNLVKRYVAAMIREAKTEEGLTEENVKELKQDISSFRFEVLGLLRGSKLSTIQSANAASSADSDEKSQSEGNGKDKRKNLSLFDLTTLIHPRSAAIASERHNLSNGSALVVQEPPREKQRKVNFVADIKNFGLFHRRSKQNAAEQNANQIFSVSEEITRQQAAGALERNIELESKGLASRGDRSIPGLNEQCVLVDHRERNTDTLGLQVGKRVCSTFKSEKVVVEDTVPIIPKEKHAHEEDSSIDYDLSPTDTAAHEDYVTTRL
TRPC4 block: inhibitors of mouse TRPC4 channel | Q9QUQ5 | HEK293 TRPC4beta/mu-opioid, DAMGO-evoked Fluo4 calcium flux; active compounds read low | B-score at 10 µM | 300,000 tested, 0.39% active | AID 2247;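 active means B-score over 3 SD under the library average, no early fluorescence shift, positive overall ratio signal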
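Assay system: TRPC4beta/mu-opioid receptor HEK293 cell line; compound dosing: single concentration per test compound; detection: Fluo4 Ca2+ flux fluorescence; evaluation: per-well B score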
TRPC6 inh: mouse TRPC6 channel inhibition | Q61143 | HEK293-TRPC6, membrane potential dye, ACh-evoked depolarization; active compounds read low | B-score at 10 µM | 310,000 tested, 1.1% active | AID 2553;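 active means B-score under library mean minus 3 SD, initial fluorescence not abnormally high, positive integrated signal ratio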;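 further: B-score derived from integrated fluorescence ratio over the kinetic read; more negative B-score means stronger inhibition of depolarization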
MrgX1 antagonist: human MrgX1 receptor antagonism, primary screen | Q96LB2 | MRGX1-HEK293 calcium flux, Fluo-4, BAM8-22 antagonism; active compounds read low | B-score at 10 µM | 310,000 tested, 1.3% active;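 active means calcium-response B-score plate-corrected more than 3 library SD below zero, starting fluorescence within 5 deviations, no agonist response on first addition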;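 further: peak minus trough fluorescence over baseline after final BAM8-22 challenge near maximal dose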
MrgX1 allo act: human MrgX1 positive allosteric modulation, primary screen; B-score at 10 µM; 310,000 tested, 0.63% active; Q96LB2; AID 588675; MrgX1-HEK293, Fluo-4 calcium flux, FDSS; active compounds read high;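 active means plate-corrected calcium response at least 3 library SD above typical, normal starting fluorescence, not activating the receptor alone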;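 further: compound read alongside a low EC10 to EC30 dose of BAM8-22 agonist; peak minus trough fluorescence over baseline measured at the second addition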
TRPC4 act: opens the mouse TRPC4 cation channel | Q9QUQ5 | HEK293 TRPC4beta/mu-opioid, Fluo4 calcium fluorescence; active compounds read high | B-score at 10 µM | 310,000 tested, 0.49% active;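 active means B-score above 5 SD of library B-scores, and initial fluorescence ratio not above library mean plus 5 SD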;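 further: positive B-score marks a calcium rise read as TRPC4 activation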
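Technique: kinetic Fluo4 calcium fluorescence; Test system: TRPC4beta and mu-opioid receptor HEK293 stable cells; Measure: B-scored integrated calcium fluorescence ratio; Benchmarks: low control buffer alone, high control maximal DAMGO; Schedule: 45 min room-temperature Fluo4 loading, 110 s read.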
TMEM16A inh: mouse TMEM16A channel inhibition, primary screen; Q8BHY3; HEK293 TMEM16A/YFP iodide influx fluorescence, ionomycin; normalized B-score (activity score, 25-100; higher = stronger inhibition) at 10 µM; 310,000 tested, 1.2% active; AID 588511;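 active means ratio plate-corrected score three or more library SD toward inhibition, starting fluorescence score within five deviations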;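 further: score derived from kinetic fluorescence span divided by baseline fluorescence per well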
TRPC6 act: activates the mouse TRPC6 cation channel; Q61143; HEK293-TRPC6 membrane potential dye fluorescence; active compounds read high; B-score at 10 µM; 310,000 tested, 0.13% active; AID 2550;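 active means B-score of the integrated fluorescence ratio above library mean plus 3 SD, and starting fluorescence ratio within library mean plus 5 SD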;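 further: higher score means more depolarization so channel activation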
MrgX1 agonist: agonists of human MrgX1 receptor. Q96LB2. MrgX1-HEK293 cells, Fluo-4 calcium fluorescence, agonist mode; active compounds read high. 310,000 tested, 0.44% active. B-score at 10 µM;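 active means calcium response B-score plate-corrected fluorescence ratio at least 3 library SD, with starting fluorescence B-score inside 5 SD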
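times = overnight plating, then 30 min 37 °C plus 30 min room-temperature dye loading | assay system = stable human MrgX1 HEK293 cell line | input = fifteen thousand cells per well | signal = kinetic calcium dye fluorescence, Fluo-4 NW | dosing = compound delivered in addition one of three | read-out = B-scored fluorescence response ratio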
* hit, by the source's call; i = inactive; ? = inconclusive; / = no result given.

SMILES	SKKanGAS inh	TMEM16A act	TRPC4 potent	TRPC4 block	TRPC6 inh	MrgX1 antagonist	MrgX1 allo act	TRPC4 act	TMEM16A inh	TRPC6 act	MrgX1 agonist
c1cc2ccc3ccc(CN4CCOCC4)c4ccc(c1)c2c34	0	i	i	i	i	i	i	i	i	i	i
FC(F)(F)Oc1ccccc1-c1nnc(-c2cccc(C(F)(F)F)c2)o1	-7	i	i	i	i	i	i	i	i	i	i
COc1ccc(C(CC(=O)Nc2ccccn2)N2Cc3ccccc3C2=O)cc1 (centres undefined)	0	i	i	i	i	i	i	i	i	i	i
CC1(C)CC(CCNC(=O)CCl)(c2ccccc2)CCO1 (centres undefined)	-3	i	i	i	i	i	i	i	i	i	i
Oc1ccc(N=Nc2ccccc2)cc1	6	i	i	i	i	i	i	i	i	i	i
C/C(NCCN1CCOCC1)=C(\C#N)C(N)=O	-16	i	i	i	i	i	i	i	i	i	i
CCCCOc1c(Cl)cc(C(=O)N(C)CC(=O)Nc2ccc(N3CCOCC3)cc2)cc1OCC	-2	i	i	i	i	i	i	i	i	i	i
CN(CC(=O)Nc1c(Cl)cccc1Cl)C(=O)c1cccc(-n2cccc2)c1	-4	i	i	i	i	i	i	i	i	i	i
Cc1cnc([N+](=O)[O-])n1CCOC(=O)c1cccc(F)c1	-5	i	i	i	i	i	i	i	i	i	i
CC(=O)Nc1ccc(SCC(=O)Nc2cc(C)on2)cc1	3	i	i	i	i	i	i	i	i	i	i
COc1ccccc1C(=O)Nc1ccc(NC(=O)C2CCCCC2)nc1	1	i	i	i	i	i	i	i	i	i	i
N#CCCn1nc(-c2ccccc2)cc1Nc1ccccc1NC(=O)c1cccs1	11	i	i	i	i	i	i	i	i	i	i
Cc1cc(=O)n2nc(N3CCC(C(=O)NCc4cccnc4)CC3)sc2n1	1	i	i	i	i	i	i	i	i	i	i
COc1ccc(Cl)cc1N1C(=O)C2CCCN2C1c1sccc1C (centres undefined)	-4	i	i	i	i	i	i	i	i	i	i
COc1cc(CC(=O)NCCc2ccc(S(N)(=O)=O)cc2)cc(OC)c1OC	-4	i	i	i	i	i	i	i	i	i	i
Cc1ccc(C(=O)NNC(=O)OC(C)(C)C)c(Cl)c1	-5	i	i	i	i	i	i	i	i	i	i
COC(=O)c1ccc(/C=N/NC(=S)NC(C)C)cc1	1	i	i	i	i	i	i	i	i	i	i
c1cc2cc(-c3c(-c4ccc5c(c4)OCO5)noc3-c3ccsc3)ccc2[nH]1	42	i	i	/	i	i	i	i	i	i	i
CCC1CCCCN1CCCNC(=O)C1CCCN(c2ncnc3c2nc2n3CCCCC2)C1 (centres undefined)	-6	i	i	i	i	i	i	i	i	i	i
Fc1ccc2[nH]c3c(Cl)ncnc3c2c1	2	i	i	i	i	i	i	i	i	i	i
Oc1ccc(CNC2CCCCC2)cc1	0	i	i	i	i	i	i	i	i	i	i
CCOc1cccc(CN(C)CC2CCCN(CCc3ccc(Cl)cc3)C2)c1O (centres undefined)	6	i	i	i	i	i	i	i	i	i	i
O=[N+]([O-])/C=C/c1cn(Cc2ccc(F)cc2)c2ccccc12	4	i	i	i	i	i	7.4*	i	i	i	i
COc1ccc(-c2nc3ccccc3c(=O)n2CCCn2ccnc2)cc1	/	i	i	i	i	i	i	i	i	i	i
O=C(COC(=O)CSc1ccc(F)cc1)NCCCc1ccccc1	-5	i	i	i	i	i	i	i	i	i	i

(next part)
SMILES	SKKanGAS inh	TMEM16A act	TRPC4 potent	TRPC4 block	TRPC6 inh	MrgX1 antagonist	MrgX1 allo act	TRPC4 act	TMEM16A inh	TRPC6 act	MrgX1 agonist
O=C(O)c1ccc(Cl)c(NCc2ccncc2)c1	11	i	i	i	i	/	/	i	/	i	/
Cn1ccnc1C(O)c1cccc(OCc2ccccc2)c1 (centres undefined)	-5	i	i	i	i	i	i	i	i	i	i
CCC(C)C(NC(N)=O)C(=O)NC1CCC(C)CC1 (centres undefined)	5	/	i	i	i	i	i	i	i	i	i
CCCCNC(=NCc1cccc(C(F)(F)F)c1)Nc1ccccc1	3	i	i	i	i	i	i	i	i	i	i
COc1ccc2c3n([n+]([O-])c2c1)CCN=C3c1cc(Cl)c(N)c(Cl)c1	/	i	/	/	/	i	i	/	i	/	i
CC(C)(C)c1cc(C(F)(F)F)c(C#N)c(=O)[nH]1	5	i	i	i	i	i	i	i	i	i	i
COc1cc(CN2CCN(c3ccccc3F)CC2)cc(OC)c1O	-4	i	i	/	i	i	i	i	i	i	i
CCOc1ccc(Cl)cc1S(=O)(=O)n1nnc2ccccc21	-2	i	i	i	i	i	i	i	i	i	i
C=CCn1c(C(CCCC)CC(O)COCC(C)C)n[nH]c1=S (centres undefined)	0	i	i	i	i	i	i	i	i	i	i
Cc1c2cnn(CC(=O)Nc3c(F)c(F)cc(F)c3F)c(=O)c2c(C)n1Cc1ccccc1F	17	i	i	i	i	i	i	i	i	i	i
C/C(=C\C(=O)OCC(=O)NCc1ccccc1)C(=O)OCC(=O)NCc1ccccc1	-6	i	i	i	i	i	i	i	i	i	i
CCn1cc(C(=O)NCC2CCCO2)c(=O)c2cc(S(=O)(=O)N3CCCCC3)ccc21 (centres undefined)	-22	i	i	i	i	i	i	i	i	i	i
CCc1cc(=O)oc2cc(OCC(=O)NCCN3CCOCC3)c(Cl)cc12	2	i	i	i	i	i	i	i	i	i	i
CCOc1ccc(N(CC(=O)NCc2ccc3c(c2)OCO3)C(=O)c2csnn2)cc1	-10	i	i	i	i	i	i	i	i	i	i
COCc1cc([C@@H]2C[C@H]3CN(c4ccccc4)C(=O)[C@]34CCCN24)ccc1OC	4	i	i	i	i	i	i	i	i	i	i
CCC(C)[C@H](NC(=O)[C@@H]1Cc2ccccc2CN1)C(=O)NCc1ccc(OC)cc1 (some centres undefined)	4	i	i	i	i	i	i	i	i	i	i
Cn1c(/C=C/N2CCOCC2)c(C(=O)c2ccc(Br)cc2)c(=O)n(C)c1=O	4	i	/	/	/	i	i	/	i	/	i
CC(C)n1c(NCc2cc(Cl)ccc2O)nc2ccccc21	2	i	i	i	i	-7.1*	i	i	i	i	i
O=C1CSC(=S)N1/N=C/C=C/c1ccccc1	5	i	i	i	i	i	i	i	i	i	i
Cc1ccc(N2C(=O)CSC2c2cccnc2)cc1F (centres undefined)	-13	i	i	i	-6.7*	i	i	i	i	i	i
COC(=O)c1sc(NC(=O)c2ccco2)nc1C	5	i	i	i	i	i	i	i	i	i	i
Cc1ccc(Nc2nnc(C)c(=O)[nH]2)cc1	1	i	i	i	i	i	i	i	i	i	i
CCOC(=O)c1cccc(NC(=O)c2c(N)n(C)c(=O)[nH]c2=O)c1	-5	/	i	i	i	i	i	i	i	i	i
C=CCc1cccc2cc(C(=O)Nc3ccc(F)cc3)c(=O)oc12	2	i	i	i	i	i	i	i	i	i	i
O=C(Nc1cc(Cl)ccc1-n1cncn1)c1cncc(Br)c1	-5	i	i	i	i	i	i	i	i	i	i

The last two compounds of the section above lead into the next:
SMILES	SKKanGAS inh	TMEM16A act	TRPC4 potent	TRPC4 block	TRPC6 inh	MrgX1 antagonist	MrgX1 allo act	TRPC4 act	TMEM16A inh	TRPC6 act	MrgX1 agonist
C=CCc1cccc2cc(C(=O)Nc3ccc(F)cc3)c(=O)oc12	2	i	i	i	i	i	i	i	i	i	i
O=C(Nc1cc(Cl)ccc1-n1cncn1)c1cncc(Br)c1	-5	i	i	i	i	i	i	i	i	i	i
CCOc1ccccc1CN1CCN(C2CCSCC2)CC1CCO (centres undefined)	-5	i	i	i	i	i	i	i	i	i	i
COc1ccc(OCC(O)CN(C2CCCCC2)C2CCCCC2)cc1 (centres undefined)	-2	i	i	i	i	i	i	i	i	i	i
COc1ccc(OC)c(NC(=O)CC2C(=O)NCCN2C(=O)c2ccccc2)c1 (centres undefined)	-1	i	i	i	i	i	i	i	i	i	i
CC(Sc1nnnn1C)C(=O)Nc1ccc(N2CCOCC2)cc1 (centres undefined)	-12	i	i	i	i	i	i	i	i	i	i
COc1ccc(Br)cc1-c1noc(-c2ccncc2)n1	-1	i	i	i	i	i	i	i	i	i	i
Cc1ccc(-c2noc(CSc3nnc(CCc4ccccc4)n3-c3ccccc3)n2)cc1	8	i	i	i	i	i	i	i	i	i	i
COc1cc(C(c2nnnn2C(C)(C)C)N2CCN(c3nc4ccccc4s3)CC2)ccc1O (centres undefined)	1	i	i	i	i	i	i	i	i	i	i
CCOc1cc2c3c(c1)C1(C(=O)N3C(C)(C)CC2C)C(C#N)=C(N)N2C(=C1C#N)Nc1ccccc12 (centres undefined)	7	i	i	i	i	i	i	i	i	i	i
CCOc1ccccc1NC(=O)c1cccc2ccccc12	3	i	i	i	i	i	i	i	i	i	i
Cc1nn(-c2ccccc2)c(N2CCCC2)c1/C=N/NC(=S)Nc1ccccc1F	20	i	i	i	i	i	i	i	i	i	i
COc1cc(NC(=O)CN2CCN(S(=O)(=O)c3ccc(C(C)C)cc3)CC2)cc(OC)c1	/	i	/	/	/	i	i	/	i	/	i
CC1=CC(C)C(CN(CCC[N+](C)(C)C)C(=O)Nc2ccccc2)C(C)C1 (centres undefined)	0	i	i	i	i	i	i	i	i	i	i
CCc1ccc(C(=O)NC(CCSC)C(=O)OC)cc1 (centres undefined)	-4	i	i	i	i	i	i	i	i	i	i
CC(O)CNc1nc2ccccc2n1CC(=O)NCCc1ccc(Cl)cc1 (centres undefined)	-3	i	i	i	i	i	i	i	i	i	i
Cc1nc2ccccc2n1S(=O)(=O)c1ccc(Br)cc1	2	i	i	i	i	i	i	i	i	i	i
Cc1cccc(C)c1OCC(=O)Nc1nnc(C2CCCO2)s1 (centres undefined)	11	i	i	i	i	i	i	i	i	i	i
Cc1ccc(/C=N/NC(=O)C2=NNC(c3ccccc3)(c3ccccc3)C2)c(O)c1	?	i	i	i	i	i	i	i	i	i	i
O=S(=O)(Nc1ccccc1Cl)c1ccc2[nH]c(=S)oc2c1	10	i	i	i	i	i	i	i	i	i	i
CN(C)S(=O)(=O)c1cccn1-c1ncc(C(F)(F)F)cc1Cl	-2	i	i	i	i	i	i	i	i	i	i
O=C(Cc1c(F)cccc1Cl)N/N=C/c1cccnc1	17	i	i	i	i	i	i	i	i	i	i
